Compound activity: PubChem, National Center for Advancing Translational Sciences (NCATS)
KAT2A inh – blocks human GCN5L2 histone acetyltransferase | GCN5L2 HAT assay, ThioGlo1 CoA-SH fluorescence | 390,000 tested, 0.21% active | Potency, µM (series often up to 58.9 µM), without a hit: top-dose activity change, negative = inhibition, hits mostly inhibitors | Q92830
Target sequence (Q92830 whole entry, looked up): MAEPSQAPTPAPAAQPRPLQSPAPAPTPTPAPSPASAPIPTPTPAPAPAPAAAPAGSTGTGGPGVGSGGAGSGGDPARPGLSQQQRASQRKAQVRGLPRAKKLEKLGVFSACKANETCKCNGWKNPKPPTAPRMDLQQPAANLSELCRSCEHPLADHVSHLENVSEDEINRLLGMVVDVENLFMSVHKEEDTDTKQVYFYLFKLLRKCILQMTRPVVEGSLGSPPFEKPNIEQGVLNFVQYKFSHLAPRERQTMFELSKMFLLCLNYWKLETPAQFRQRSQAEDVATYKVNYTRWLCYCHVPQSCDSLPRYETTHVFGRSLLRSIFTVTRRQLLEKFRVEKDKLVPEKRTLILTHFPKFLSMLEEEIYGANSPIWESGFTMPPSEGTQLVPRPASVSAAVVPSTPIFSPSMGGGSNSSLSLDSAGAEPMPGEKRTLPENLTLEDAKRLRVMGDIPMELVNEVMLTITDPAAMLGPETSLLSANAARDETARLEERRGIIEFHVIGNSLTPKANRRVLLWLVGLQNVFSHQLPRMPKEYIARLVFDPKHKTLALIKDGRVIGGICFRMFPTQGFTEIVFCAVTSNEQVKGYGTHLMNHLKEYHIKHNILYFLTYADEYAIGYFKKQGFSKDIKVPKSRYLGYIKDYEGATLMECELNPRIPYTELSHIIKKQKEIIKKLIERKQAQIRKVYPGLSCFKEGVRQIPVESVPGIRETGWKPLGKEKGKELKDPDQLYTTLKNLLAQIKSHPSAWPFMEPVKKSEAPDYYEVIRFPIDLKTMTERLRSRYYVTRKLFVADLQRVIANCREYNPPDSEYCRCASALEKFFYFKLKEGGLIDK
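Fluorescence readout, Ex340nm/Em540nm: ThioGlo1 (50uM final) reacts with free CoA thiol released as 20nM GCN5L2 acetylates H3(1-25) peptide (75uM) using acetyl-CoA (70uM). Compound and enzyme sat 15 min beforehand; 20 min room-temperature reaction.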
TDP1 inh – inhibitors of human tyrosyl-DNA phosphodiesterase TDP1. Potency, µM (highest dose often 130 µM), for inactives: top-dose activity change, negative = inhibition, usual class: inhibitors. Q9NUW8. AID 485290. 350,000 tested, 0.28% active. recombinant TDP1, AlphaScreen DNA substrate cleavage; further: nearly all actives have a fitted effect of over 40% in size
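AlphaScreen read-out: signal falls as enzyme removes the 3' tyrosine-FITC from a 5'-biotinylated DNA oligo (15 nM, 5 min, RT). Enzyme was E. coli-made recombinant Tdp1 at 1 nM, exposed to compound for 15 min beforehand; beads 10 ug/ml, 10 min.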
TDP1 cell noCPT – qHTS for Inhibitors of human tyrosyl-DNA phosphodiesterase 1 (TDP1): qHTS in cells in absence of CPT; DT40 Tdp1-/- hTDP1 cells, no CPT, ATP luminescence, 48 h; Potency, µM (titrated, usually from 46.2 µM), for inactives: at the highest dose activity change, negative = growth inhibition, hits mostly inhibitors; 420,000 tested, 15% active; AID 686978, 2013; further: nearly all actives have a fitted effect of over 55% in size
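Luminescent ATP content (CellTiter-Glo) served as the growth readout. Knockout chicken DT40 cells expressing human TDP1 were exposed to compounds without camptothecin for a minimum 48 hr at 37 °C.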
Starred values were filed as active, the others as inactive; ? = inconclusive; . = no result given; & = joins results of further samples; [ ] = another dose, or the depositor's remark. The call rests on the fitted dose curve; in most records, active means well fitted curve in the direction sought with a large enough effect; inconclusive means small, poorly fitted or top-dose-only effect, or another doubt; inactive means no such curve, though single readings can be large; an effect the other way counts as inactive or inconclusive. On the % scale 0 is the no-effect control and ±100 the full control effect; potency means the concentration at half of the fitted maximal effect. This is a subset; the hit share may differ from the screen's.

Structure,TDP1 inh,TDP1 cell noCPT,KAT2A inh
O=c1nc2s/c(=C\c3ccco3)c(=O)n2nc1Cc1ccccc1,.,-27.8%,-13.5%
Cc1ccc(-c2noc(CSc3nnc(Cc4cccs4)n3-c3ccccc3)n2)cc1,3.3%,20.6µM*,-17.5%
C[C@H]1COC(=O)[C@@H](Cc2ccc(F)cc2)C/C=C\C[C@H](CC(=O)NCCO)C(=O)N1,?,1.6%,0.0%
C/C(=N\Nc1cccc(C(=O)O)c1)c1cc2ccccc2o1,-1.8%,-17.5%,-8.4%
CC(=O)Nc1ccc(S(=O)(=O)N(C)CC(=O)OCC(=O)Nc2ccc3c(c2)OCO3)cc1,5.6%,-16.3%,1.4%
COc1ccccc1N(CC(=O)N1CCC(C)CC1)S(=O)(=O)c1ccc(C)cc1,.,?,-4.6%
COCCN(CCOC)S(=O)(=O)c1ccc(/C(O)=C(\C#N)c2nc3ccccc3[nH]2)cc1,5.0%,-28.0%,-3.1%
Cc1ccc(CCNC(=O)c2ccc3c(c2)N(Cc2cc(C)ccc2C)C(=O)c2ccccc2S3=O)cc1 (stereo unspecified),5.8%,11.6µM*,2.7%
COc1ccc(C(=O)NC(C)c2nnc(SCC(=O)NC3CCCCC3)n2C)cc1 (stereo unspecified),.,-8.1%,-4.0%
Cc1cccc(C)c1Nc1ncnc2ccccc12,.,-15.6%,0.2%
Cc1ccc(Cl)cc1Nc1nc2ccccc2c2nncn12,2.5%,23.1µM*,-18.1%
CCOC(=O)N1CCN(CC(O)COCc2ccc(OC)c(OC)c2)CC1 (stereo unspecified),5.5%,-4.3%,3.3%
Cn1cccc1/C=C1\SC(=S)N(NC(=O)c2ccccc2O)C1=O,.,-2.7%,-7.8%
CC(=O)c1cc2c(cc1N/C(=N/S(=O)(=O)c1ccc(Cl)cc1)c1ccc(F)cc1)OCO2,-2.5%,-4.3%,-1.5%
CCCCOc1ccc(C(=O)NNC(=O)c2cnccn2)cc1OC,-0.5%,20.6µM*,2.6%
CC(Sc1nc2ccccc2s1)C(=O)Nc1ccc2c(c1)OCO2 (stereo unspecified),2.8%,-24.9%,-5.0%
CC(Sc1nc(O)c(-c2ccccc2)c(=O)[nH]1)C(=O)Nc1ccc(Cl)cc1 (stereo unspecified),2.4%,-15.6%,10.1%
CCOC(=O)C1=C(CC)Nc2ccccc2N/C1=N\S(=O)(=O)c1cc(Br)ccc1Br,3.7%,?,-9.3%
CCOC(=O)c1sc(NC(=O)CNCc2ccccn2)c(C(=O)OCC)c1C,11.4%,25.9µM*,-6.0%
COc1ccc(CNC(=O)C2CCN(C(=O)N3CCOc4ccc(C)cc43)CC2)cc1,3.2%&-3.9%,-26.7%&-21.1%,1.3%&-8.4%
O=C(Cn1c(=O)c(=O)n(Cc2ccccc2)c2ccc(Cl)cc21)Nc1cccc(F)c1,3.0%,?,24.7%
Cc1nn(CC(=O)Nc2ccc(S(=O)(=O)N(C)C)cc2)c(C)c1[N+](=O)[O-],2.7%,-28.6%,19.6%
O=C(NCCc1ccccc1)C1(c2ccccc2)CCCC1,.,?,-14.8%
CCOC(=O)c1ccc(COc2nc3ccccc3nc2-c2ccccc2NC(C)=O)o1,6.2%,?,-9.1%
CN(C)c1nc(C(=O)Nc2ccccc2)nc(N(C)C)n1,-1.1%,-1.3%,2.6%

Other structures:
Structure,TDP1 inh,TDP1 cell noCPT,KAT2A inh
CC(=O)N1CCN=C1SCc1ccc(C(F)(F)F)cc1,0.3%,-0.6%,1.9%
C/C(=N/NC(=O)c1ccccn1)c1ccc(O)cc1,9.5%,-8.5%,-15.3%
CCCCN(C(=O)CNC(=O)c1ccco1)C(C(=O)NC1CCCCC1)c1ccc(OC)cc1OC (stereo unspecified),2.0%,?,0.6%
COc1ccc(C2CC(=O)C(C3NCCc4ccccc43)=C(O)C2n2cncn2)cc1 (stereo unspecified),8.8%,15.2%,-0.3%
Cc1cccc2c(=O)c(Br)c(C)n(Cc3ccccc3)c12,3.6%,-10.4%,-5.8%
S=C(NCc1cccnc1)Nc1ccc(Cl)c(Cl)c1,-3.9%,?,-8.4%
CCC1CCCCN1C(=O)C1CC(c2cc(Cl)c(OC)cc2OC)=NO1 (stereo unspecified),2.2%,-15.9%,-2.2%
C[C@H]1COC(=O)[C@@H](CC(=O)OC(C)(C)C)C/C=C\C[C@@H](CC(=O)N[C@H](CO)Cc2ccccc2)C(=O)N1,0.5%,?,-3.0%
Cc1cccc(C(=O)NNC(=O)c2c(O)c3ccccc3n(C)c2=O)c1,6.5%,29.1µM*,-1.7%
Cc1[nH][nH]c(=O)c1C=NCc1cccs1,2.4%,3.7%,-3.4%
O=C(O)CCCC(=O)Nc1ccc(OCc2nc3ccccc3s2)cc1,.,?,-5.0%
COc1ccc(-n2c(COc3cccc(C)c3)nnc2SCC(=O)NCc2ccco2)cc1,4.5%,-7.8%,-15.6%
Cc1cc(C)cc(OCCCC(=O)O)c1,-1.0%,3.8%,-6.8%
O=C(CCCCCNC(=O)c1ccccc1Br)N=Nc1c(O)[nH]c2ccccc12,?,?,-1.9%
CCCOc1cc(C)c(Cl)cc1S(=O)(=O)N(CC)CC,-11.7%[56.1 µM],?,-0.1%
Cc1ccc(NC(=O)CSc2nnc(Cn3cnc4ccccc43)o2)cc1,0.0%,5.4%,-0.4%
CC(C)c1ccc(NC2CCCN(C(=O)CCc3cnn(C)c3)C2)cc1 (stereo unspecified),3.8%,-29.5%,3.2%
C=C1CCN(C(C(=O)OC)C(C)C)S(=O)(=O)c2ccccc21 (stereo unspecified),-0.9%,?,-6.0%
COc1ccc(NC(=S)NC(=NS(=O)(=O)c2ccc(Cl)cc2)c2ccccc2)cc1,5.3%,?,0.2%
CCCc1cc(=O)oc2c(C)c(OCC(=O)N3CCC(C(=O)O)CC3)ccc12,.,-2.4%,-1.8%
CCCCn1c(N)c(N(CC(C)C)C(=O)C(C)SCc2nc3sc(C)c(C)c3c(=O)[nH]2)c(=O)[nH]c1=O (stereo unspecified),7.6%,?,0.7%
CCN1CCN(c2ncc3c(n2)CCN(Cc2sccc2C)C3)CC1,6.2%,23.1µM*,18.5%
CC(=O)c1cccc(NC(=O)c2cc(S(=O)(=O)N3CCOCC3)cs2)c1,1.7%,-20.0%,-13.1%
CCC(=O)N1CCc2cc(Br)cc(S(=O)(=O)N3CCN(c4ccc(C)cc4)C(C)C3)c21 (stereo unspecified),5.9%,-6.3%,-4.0%
CC(C)C(O)(c1ccccc1)C(CN1CCOCC1)c1ccccc1 (stereo unspecified),.,?,-6.8%

Next records follow:
Structure,TDP1 inh,TDP1 cell noCPT,KAT2A inh
COC(=O)CCC(C)N1CCC(Oc2ccc(C(=O)NCc3ccccn3)cc2)CC1 (stereo unspecified),.,-1.5%,-12.5%
Brc1ccc(-c2csc(-c3ccncc3)n2)cc1,2.2%,-16.2%,-9.2%
O=C(CCc1nnc(-c2ccc3c(c2)OCO3)o1)N(Cc1ccncc1)CC1CCCO1 (stereo unspecified),6.2%,-27.9%,-21.2%
COc1cc2cnc(-c3cccnc3)cc2cc1OC,1.9%,-26.0%,-5.0%
CCCCN1C(=N)N([C@@H](C)CN2CCC[C@H]2CN2C(N)=NC[C@@H]2Cc2ccccc2)C[C@H]1[C@H](C)CC,-8.3%,?,-1.4%
Cc1ccc(S(=O)(=O)NC(CC(C)C)C(=O)Nc2nccs2)cc1 (stereo unspecified),0.0%,?,-4.9%
COc1ccc2nc(NCc3ccccc3)[nH]c2c1,0.0%,14.6µM*,-8.5%
COCCN(C(=O)COC(=O)c1ccco1)c1c(N)n(Cc2ccccc2)c(=O)[nH]c1=O,.,13.4%,-4.9%
CCOC(=O)CSc1nnc2n(C3CCCCC3)c(=O)c3c4c(sc3n12)CCCC4,7.0%,?,-7.7%
CCCc1cc(=O)[nH]c(Nc2cc(Cl)ccc2OC)n1,4.9%,-12.9%,-6.2%
O=C(COc1ccc(F)cc1Cl)Nc1ccc(N2CCOCC2)cc1N1CCOCC1,-0.2%,?,-1.3%
COc1cc(NC(=O)CCS(=O)(=O)c2ccc3c(c2)n(C)c(=O)c(=O)n3C)cc(OC)c1,5.1%,-6.9%&-8.6%,1.0%&-5.1%
C/C(C/C(C)=C1/SC(=S)NC1=O)=C1\SC(=S)NC1=O,.,-0.9%,-26.0%
O=C(OCCN1C(=O)c2ccccc2C1=O)[C@@H]1CC(O)CN1S(=O)(=O)c1ccccc1[N+](=O)[O-] (stereo partly specified),1.8%,4.1%,-1.8%
CCOC(=O)CSc1nc(N2CCOCC2)c2c(c1C#N)CC(C(C)C)OC2 (stereo unspecified),.,?,-1.2%
Cc1ccc(N(C)S(=O)(=O)c2ccc(-c3cc(C)no3)s2)cc1,-3.4%,-82.7%,-8.7%
CCn1nccc1C(=O)Nc1ccc(S(=O)(=O)NC23CC4CC(CC(C4)C2)C3)cc1,2.5%,16.4µM*,-9.7%
O=C(CN1CCN(S(=O)(=O)c2ccc(F)c(Cl)c2)CC1)N1CCOCC1,3.7%,4.0%,1.1%
ClCc1csc(-c2ccccc2Cl)n1,.,18.4µM*,-2.4%
Cc1cc(C)cc(OCC(=O)OCC(=O)Nc2cc(S(=O)(=O)N3CCOCC3)ccc2Cl)c1,-0.7%,-7.3%,-7.1%
Cc1ncc([N+](=O)[O-])n1CC(=O)NC1CCCC1,-2.8%,-5.8%,0.3%
CC(OC(=O)c1ccc2ncsc2c1)C(=O)N1CCCC1 (stereo unspecified),2.5%,.,-4.8%
c1ccc(C2Nc3ccccc3-c3nc4ccccc4n32)nc1 (stereo unspecified),5.8%,?,-6.4%
COc1ccc(NC(=O)CCCNS(=O)(=O)c2cccs2)cc1,2.1%,-28.9%,-2.8%
Cc1ccc2c(c1)c(N=O)c(O)n2Cc1ccc(Cl)cc1,-2.4%,-16.2%,-10.4%

4 of these compounds, set out differently:
Second line of a record: TDP1 inh	TDP1 cell noCPT	KAT2A inh
> O=C(COc1ccc(F)cc1Cl)Nc1ccc(N2CCOCC2)cc1N1CCOCC1
    -0.2%	?	-1.3%
> COc1cc(NC(=O)CCS(=O)(=O)c2ccc3c(c2)n(C)c(=O)c(=O)n3C)cc(OC)c1
    5.1%	-6.9%&-8.6%	1.0%&-5.1%
> C/C(C/C(C)=C1/SC(=S)NC1=O)=C1\SC(=S)NC1=O
    .	-0.9%	-26.0%
> O=C(OCCN1C(=O)c2ccccc2C1=O)[C@@H]1CC(O)CN1S(=O)(=O)c1ccccc1[N+](=O)[O-] (stereo partly specified)
    1.8%	4.1%	-1.8%

Single records (already shown):
Entry for COC(=O)CCC(C)N1CCC(Oc2ccc(C(=O)NCc3ccccn3)cc2)CC1 (stereo unspecified) = TDP1 inh = .; TDP1 cell noCPT = -1.5%; KAT2A inh = -12.5%
Entry for COc1cc2cnc(-c3cccnc3)cc2cc1OC = TDP1 inh = 1.9%; TDP1 cell noCPT = -26.0%; KAT2A inh = -5.0%

Next part.
Structure,TDP1 inh,TDP1 cell noCPT,KAT2A inh
O=C1CCCc2cc(S(=O)(=O)N3CCCC(C(=O)NCc4ccccc4Cl)C3)ccc2N1 (stereo unspecified),5.3%,.,1.8%
Cc1[nH]c2ccccc2c1/C=N/Nc1nncn1N,8.1%,-9.3%,-1.6%
Cc1cc(C(=O)COC(=O)c2ccc(O)cc2)c(C)n1CC(F)(F)F,2.3%[56.1 µM],?,-5.7%
CCN(CC)C(=O)Cn1ccc(NC(C)=O)nc1=O,0.0%,-2.2%,0.2%
N#Cc1nc(Cc2cccc3ccccc23)oc1N1CCN(c2ccccc2)CC1,2.0%,?,-2.5%
CCc1nc(CNC(=O)C2CCC(=O)N(CCc3cccc(F)c3)C2)no1 (stereo unspecified),1.4%,0.9%,-4.1%
Cc1cc(C)c2cc(C#N)c(N3CCCN(C(=O)c4cnccn4)CC3)nc2c1,.,18.4µM*,-0.5%
O=C(Nc1cccc(S(=O)(=O)N2CCCC2)c1)c1ccc2c(=O)n3c(nc2c1)CCCCC3,8.5%,16.4µM*,-0.6%
Cc1cc(OCc2cc(C(=O)N3CCN(CC4CC4)CC3)no2)cc(C)c1Cl,7.4%,?,-4.6%
O=c1cc(N2CCC3(CC2)OCCO3)[nH]c(=O)n1-c1ccc(Cl)cc1,0.0%,-6.6%,-1.9%
COc1ccccc1OC(=O)CCc1nc2ccccc2s1,2.9%,-18.5%,-22.3%
O=C(COC(=O)C(O)c1ccccc1)NC12CC3CC(CC(C3)C1)C2 (stereo unspecified),6.1%,?,0.0%
CSc1nc(O)cc(=O)n1-c1ccc(F)cc1,-11.0%,2.4%,-1.7%
